CRFR2-BP antag – blocks CRF-induced signaling of the CRF-BP/CRF-R2 complex; HEK293 CRF-R2/CRF-BP, CRF-induced calcium fluorescence; inhibition, % at 11.8 µM; 350,000 compounds, 0.59% hits; AID 588475;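 active = inhibition of the ligand-induced calcium signal above about 50% at the single tested concentration, limit read from the data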
M4 PAM – positive allosteric modulators of human muscarinic M4 receptor; P08173; CHO-K1 hM4/Gqi5, Fluo-8 calcium fluorescence, ACh EC20; 0% = ACh EC20, 100% = maximal ACh; activation, % at 3 µM; 360,000 compounds, 0.4% hits; AID 624126;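 active = activation above its plate's cutoff, the mean activation of sample wells plus 3 SD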; note: some results filed as inactive read as strong as hits
Target sequence (P08173 whole entry, looked up): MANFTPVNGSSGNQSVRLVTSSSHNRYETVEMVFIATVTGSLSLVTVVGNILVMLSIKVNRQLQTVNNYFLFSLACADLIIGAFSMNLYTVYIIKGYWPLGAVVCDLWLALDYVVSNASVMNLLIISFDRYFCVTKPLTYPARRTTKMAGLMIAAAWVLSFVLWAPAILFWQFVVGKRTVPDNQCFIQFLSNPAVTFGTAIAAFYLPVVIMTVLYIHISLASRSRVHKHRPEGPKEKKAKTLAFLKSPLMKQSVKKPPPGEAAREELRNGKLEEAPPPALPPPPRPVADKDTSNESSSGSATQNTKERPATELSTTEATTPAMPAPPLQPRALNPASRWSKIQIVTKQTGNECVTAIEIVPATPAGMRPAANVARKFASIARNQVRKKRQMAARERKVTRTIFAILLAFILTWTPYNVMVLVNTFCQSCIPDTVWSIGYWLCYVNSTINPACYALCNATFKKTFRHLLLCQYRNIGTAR
CRFR2-BP ag – agonists of human CRF-binding protein/CRF-R2 receptor complex. HEK293 CRF-R2/CRF-BP, calcium dye fluorescence (FLIPR); percent of saturating CRF peptide response. activation, % at 13.2 µM. 350,000 compounds, 0.46% hits;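 active = activation of at least 50%, plus an integration ratio under a set limit after plate pattern correction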;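 note: plate controls were neutral control wells without compound for no effect and CRF at EC100 for full effect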
M5 ag – agonists of human muscarinic M5 receptor (CHRM5). P08912. CHO-K1 hM5 cells, Fluo-8 calcium fluorescence; 0% DMSO wells, 100% maximal acetylcholine response. activation, % at 3 µM. 360,000 compounds, 0.19% hits. AID 624037;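 active = activation above the run's mean over test compounds plus 3 SD, cut at about 23% in these data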;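 note: signal is peak over basal fluorescence ratio across the kinetic read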
Target sequence (P08912 whole entry, looked up): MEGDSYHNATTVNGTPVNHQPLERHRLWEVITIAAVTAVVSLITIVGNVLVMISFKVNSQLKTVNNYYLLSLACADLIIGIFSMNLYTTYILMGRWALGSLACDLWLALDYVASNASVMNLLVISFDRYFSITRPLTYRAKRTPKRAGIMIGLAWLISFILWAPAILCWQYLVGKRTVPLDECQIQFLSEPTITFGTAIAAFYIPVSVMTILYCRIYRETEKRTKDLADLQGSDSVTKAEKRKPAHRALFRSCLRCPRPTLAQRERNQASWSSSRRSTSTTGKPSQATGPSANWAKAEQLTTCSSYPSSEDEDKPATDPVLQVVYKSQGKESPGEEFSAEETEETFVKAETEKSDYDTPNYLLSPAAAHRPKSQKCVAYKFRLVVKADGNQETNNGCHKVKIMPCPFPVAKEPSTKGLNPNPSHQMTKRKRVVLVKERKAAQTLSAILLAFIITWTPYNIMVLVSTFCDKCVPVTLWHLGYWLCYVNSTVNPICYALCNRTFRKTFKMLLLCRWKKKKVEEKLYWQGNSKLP
M1 PAM parental – nonselective activator or artifact in parental CHO-K1 calcium assay | ATP EC20, Fluo-8 calcium fluorescence; 0% at ATP EC20, 100% at ATP max | 360,000 compounds, 0.02% hits | activation, % at 3 µM;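 active = activation above the run cutoff, the mean activation of all test compounds plus 3 SD, cut at about 40% in these data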;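 note: peak over basal fluorescence ratio in a 140 s read after ATP addition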
TAAR1 antag – antagonists of human TAAR1; 360,000 compounds, 1.5% hits; CHO RD-HGA16 TAAR1, Fluo-8 calcium fluorescence, antagonist; Q96RJ0; inhibition, % at 3 µM;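 active = inhibition above a per-plate cutoff, the mean inhibition of test compounds on that plate plus 3 SD, cut at about 49% in these data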;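 note: 0% = DMSO plus EC80 beta-PEA response and 100% = DMSO alone without agonist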
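Test system: CHO RD-HGA16 cells bearing hTAAR1 | Reagent: β-PEA, EC80 | Compound dosing: 3 µM, single point | Schedule: Dye loading 75 min at 37 °C, then 30 min room temperature | Signal: Calcium fluorescence with Fluo-8 | Evaluation: Percent inhibition of PEA-evoked calcium signal, max/basal emission ratio | Control set: DMSO-only wells and EC80 β-PEA-stimulated wells | Repeats: Singlicate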
TAAR1 ag – agonists of human TAAR1 | Q96RJ0 | CHO RD-HGA16 TAAR1, Fluo-8 calcium fluorescence; vehicle wells 0%, saturating PEA agonist 100% | activation, % at 3 µM | 360,000 compounds, 0.99% hits;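 active = activation above the mean activation of all test compounds in the run plus 3 SD, cut at about 38% in these data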
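Test system: RD-HGA16 (CHO) cells co-expressing Gα16 and hTAAR1; dosing: one-point dosing at 3 µM (nominal); timing: 17-24 h seeding, 75 min 37 °C dye, 30 min RT; signal: kinetic Fluo-8 calcium fluorescence; read-out basis: % activation relative to PEA EC100 response; controls: DMSO and PEA EC100; replicates: n 1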
M5 PAM – positive allosteric modulators of human muscarinic M5 receptor | P08912 | CHO-K1 hM5, Fluo-8 calcium, ACh EC20 PAM; 0% = ACh EC20, 100% = ACh EC100 | activation, % at 3 µM | 360,000 compounds, 0.3% hits | AID 624038;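 active = activation above the run cutoff, the mean activation of all test compounds plus 3 SD, cut at about 18% in these data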
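System: CHO-K1 hM5 cells. Reagent: acetylcholine, EC20 level. Compound dosing: single dose, 3 µM nominal final test concentration. Timing: Post-acetylcholine fluorescence recording 140 s. Detection: Fluo-8 calcium fluorescence. Read-out: % activation, ACh-normalized. Benchmarks: ACh EC20 and EC100 wells. Repeats: singlicate, one well per test compound.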
M5 antag – CHRM5 antagonism in calcium assay | AID 624040 | 360,000 compounds, 0.59% hits | CHO-hM5 cells, Fluo-8 calcium fluorescence, ACh EC80 | inhibition, % at 3 µM;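 active = inhibition above a per-plate cutoff, the mean of that plate's test compounds plus 3 SD, cut at about 27% in these data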;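 note: 0% = acetylcholine EC80 with DMSO and 100% = DMSO without agonist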
* = called active by the depositor; · = no result given. Not a hit list. Share with any hit: about 4.2%.

SMILES	CRFR2-BP antag	M4 PAM	CRFR2-BP ag	M5 ag	M1 PAM parental	TAAR1 antag	TAAR1 ag	M5 PAM	M5 antag
Cc1cc(NS(=O)(=O)c2ccc(NC(=O)/C=C/c3ccccc3)cc2)nc(C)n1	-19.7	3.6	-0.9	-1.4	-11.1	-5.7	0.5	12.8	2.0
CCC(=NNC(=O)c1cccc(S(=O)(=O)N2CCOCC2)c1)c1ccccc1	-7.9	-3.1	2.0	-0.4	-8.4	-18.9	7.8	6.4	-1.9
CCc1nn(CC(=O)NCCCN(CC)CC)c(=O)c2cc3sc(C)cc3n12	11.4	-0.7	-1.3	-6.6	1.5	-17.9	2.4	4.6	3.7
O=[N+]([O-])c1ccc(O)c(/C=N/NC2=NS(=O)(=O)c3ccccc32)c1	7.9	7.3	4.8	-3.0	14.6	8.8	5.0	-0.1	-5.1
COCCCNC(=O)Cn1cnc(C(=O)Nc2ccc(C)c(C)c2)n1	2.6	-0.8	-1.0	-0.1	7.2	6.2	1.7	2.7	-1.0
COc1ccc(CC(=O)NC(=S)Nc2cccc(CO)c2)cc1	-25.0	2.5	28.8	31.1*	23.4	0.4	78.6*	4.2	-7.2
COc1ccc(C(=O)NCC(c2ccco2)N(C)C)cc1S(=O)(=O)NCc1ccc(Cl)cc1 (stereo not drawn)	-3.3	-4.3	-0.5	-2.7	-8.1	-4.6	0.2	-11.5	4.9
Clc1cccc(CN2CCCCCC2)c1	-1.6	-6.1	-0.7	-18.9	16.4	-14.3	0.2	11.6	4.1
COc1ccc(C(=O)C2CCCN(C(=O)c3cc4nc(C)cc(C)n4n3)C2)cc1F (stereo not drawn)	35.7	-4.1	-2.8	-0.7	-4.5	-4.1	2.8	1.6	0.1
CC1CCN(CC(O)COc2ccc(C(=O)c3ccccc3)cc2)CC1 (stereo not drawn)	-8.2	-11.9	4.7	-0.4	3.6	-12.1	6.1	-4.5	-0.3
COc1ccc(NC(=O)N(C)[C@H]2C[C@H]3c4[nH]c5ccc(-c6cccc(C)c6)cc5c4CCN3C[C@H]2[C@H](C)O)cc1	14.7	3.9	2.6	0.6	-8.4	·	·	4.0	-10.3
c1ccc(NN(Cc2ccncc2)c2ccccc2)cc1	-8.7	3.5	-0.7	-2.6	7.3	-7.7	1.9	-4.7	2.2
Cc1cc(C)c(C(=O)CSc2nnc(-c3ccccc3Br)o2)cc1C	-14.7	6.0	4.2	-1.3	-3.9	-21.4	11.6	-2.4	-6.6
O=C(NCc1ccccc1)c1nc2c(nnn2Cc2cccc(Cl)c2)c(=O)[nH]1	-0.8	3.4	-1.3	2.7	7.3	-19.5	6.8	0.5	5.9
CCCCNc1nc2c(c(=O)n(C)c(=O)n2C)n1Cc1cccc(OC)c1	-15.1	1.3	0.5	-11.1	-1.4	-3.8	11.0	8.6	3.5
COc1ccc(C(=O)N/C(=C\c2cn(S(=O)(=O)N(C)C)c3ccccc23)C(=O)N2CCN(C)CC2)cc1OC	2.6	-5.5	-0.7	1.5	-4.7	1.2	2.4	-2.6	5.5
COc1ccc(C(CCN2CCN(c3ccccc3)CC2)c2c(O)cc(OC)cc2OC)cc1 (stereo not drawn)	-4.1	-1.1	0.7	-3.2	-4.6	-17.9	6.1	-0.6	11.3
O=C(Nc1ccc(N2CCOCC2)cc1N1CCOCC1)c1ccc(Br)cc1	21.3	-5.8	-0.8	-1.9	9.6	9.4	2.5	-1.7	9.1
CCNc1ccc(S(=O)(=O)N2CCOCC2)cc1NCC(=O)Nc1cccc(Br)c1	-2.6	-1.5	-0.9	6.3	11.5	53.3*	12.6	-14.9	18.8
O=C(CCSc1nc(-c2ccco2)cc(C(F)(F)F)n1)NCc1cccs1	4.4	3.6	-0.5	-4.1	17.2	-4.2	1.6	-3.2	2.0

Single records, as listed above. Screens in order: CRFR2-BP antag, M4 PAM, CRFR2-BP ag, M5 ag, M1 PAM parental, TAAR1 antag, TAAR1 ag, M5 PAM, M5 antag
`CC1CCN(CC(O)COc2ccc(C(=O)c3ccccc3)cc2)CC1` (stereo not drawn) is listed with -8.2, -11.9, 4.7, -0.4, 3.6, -12.1, 6.1, -4.5, -0.3
`CCCCNc1nc2c(c(=O)n(C)c(=O)n2C)n1Cc1cccc(OC)c1` is listed with -15.1, 1.3, 0.5, -11.1, -1.4, -3.8, 11.0, 8.6, 3.5
`CCC(=NNC(=O)c1cccc(S(=O)(=O)N2CCOCC2)c1)c1ccccc1` is listed with -7.9, -3.1, 2.0, -0.4, -8.4, -18.9, 7.8, 6.4, -1.9
`COc1ccc(C(=O)NCC(c2ccco2)N(C)C)cc1S(=O)(=O)NCc1ccc(Cl)cc1` (stereo not drawn) is listed with -3.3, -4.3, -0.5, -2.7, -8.1, -4.6, 0.2, -11.5, 4.9
`COc1ccc(C(=O)N/C(=C\c2cn(S(=O)(=O)N(C)C)c3ccccc23)C(=O)N2CCN(C)CC2)cc1OC` is listed with 2.6, -5.5, -0.7, 1.5, -4.7, 1.2, 2.4, -2.6, 5.5

The listing picks up, starting three compounds before the break.
SMILES	CRFR2-BP antag	M4 PAM	CRFR2-BP ag	M5 ag	M1 PAM parental	TAAR1 antag	TAAR1 ag	M5 PAM	M5 antag
O=C(Nc1ccc(N2CCOCC2)cc1N1CCOCC1)c1ccc(Br)cc1	21.3	-5.8	-0.8	-1.9	9.6	9.4	2.5	-1.7	9.1
CCNc1ccc(S(=O)(=O)N2CCOCC2)cc1NCC(=O)Nc1cccc(Br)c1	-2.6	-1.5	-0.9	6.3	11.5	53.3*	12.6	-14.9	18.8
O=C(CCSc1nc(-c2ccco2)cc(C(F)(F)F)n1)NCc1cccs1	4.4	3.6	-0.5	-4.1	17.2	-4.2	1.6	-3.2	2.0
O=C(Nc1ccc(F)cc1)N(Cc1nnc2n1CCCCC2)c1ccccc1	5.3	0.1	-1.8	-2.8	7.0	6.8	0.1	-3.4	1.2
Cc1ccc(Cn2c(N/N=C/c3ccncc3)nc3c2c(=O)n(C)c(=O)n3C)cc1	-5.4	-1.3	-0.9	-5.1	-2.8	-25.1	2.7	1.0	-0.3
Clc1ccccc1CN1CCN(CCCc2ccccc2)CC1	-31.3	-16.9	0.7	-16.4	3.7	-19.9	2.7	-21.2	15.2
CN1C(=O)C(CC(=O)NCC2CCCCC2)SC1=Nc1ccccc1 (stereo not drawn)	13.1	13.8	-2.4	-1.0	4.9	6.0	-0.5	9.1	-1.1
O=C(Cc1ccccc1[N+](=O)[O-])NC1CC1	1.2	-3.4	1.2	-1.3	24.8	8.7	4.6	2.0	3.1
CCC1=Nc2ccccc2-c2nnc(SC)nc2O1	-4.2	-3.7	-3.0	-2.4	-4.5	-26.7	0.3	2.5	-3.7
COCCCNC(=O)CN1C(=O)COc2ccc(S(=O)(=O)N3CCCCCC3)cc21	-6.6	3.1	-0.3	-3.4	-1.0	-9.0	0.6	5.7	-6.6
COc1ccc(C)cc1S(=O)(=O)N1CC(C)OC(C)C1 (stereo not drawn)	5.5	-0.4	3.4	-2.5	-3.6	12.5	5.8	-0.7	-10.4
COC(=O)c1ccc2nc(-c3cccc(Br)c3)c(Cc3ccccc3)n2c1	·	8.2	·	2.3	29.0	-7.4	1.5	2.9	-3.5
COc1ccc(CCNC(=O)c2c(N)no[n+]2[O-])cc1OC	18.1	0.4	-1.9	-0.3	-10.4	-17.4	7.3	-1.8	9.5
CC(=O)NCCC(=O)Nc1cc(S(=O)(=O)N2CCOCC2)ccc1N1CCOCC1	-4.1	11.1	0.0	-2.8	21.8	13.3	1.4	-1.2	-6.1
CC(C)C(NC(=O)c1ccco1)C(=O)OCC(=O)N1CC(=O)Nc2ccccc21 (stereo not drawn)	-7.9	14.7	-0.2	2.0	-17.9	10.4	-0.5	1.6	7.0
O=C(NC(c1ccc(Cl)cc1)c1cccnc1)C1CCN(CCOc2ccc(Cl)cc2Cl)CC1 (stereo not drawn)	·	-3.6	·	1.3	-8.4	36.2	15.9	2.7	-0.8
CCN1C(=O)CC(C(=O)NCCc2ccc(S(N)(=O)=O)cc2)SC1=Nc1ccc(OC)cc1 (stereo not drawn)	5.8	-1.6	-0.9	-3.8	-6.8	-8.7	2.1	-7.6	9.0
Cc1onc(-c2ccccc2)c1NC(=O)Nc1ccc(OC(F)F)cc1	24.1	-11.7	-6.7	-0.4	-5.6	-19.2	5.7	-8.0	9.4
S=c1[nH]c2ccc(Cl)cc2[nH]1	6.3	0.7	-4.0	-0.4	-4.6	-2.2	2.1	-2.4	2.5
O=C(/C=C/c1ccc(-c2ccccc2[N+](=O)[O-])o1)c1ccccc1	-9.8	-2.4	-4.4	-0.9	-7.6	-3.6	-0.9	-2.2	0.4
CCCCN(C(=O)NC(=O)Nc1cc(C)ccc1C)S(C)(=O)=O	-35.0	8.0	1.8	2.3	27.8	10.0	13.3	4.6	-13.3
CC(=O)Nc1ccc(Nc2cc(C(C)C)nc3c(-c4ccccc4)c(C)nn23)cc1	4.0	-8.4	-1.5	20.3	12.8	5.3	0.1	16.5	9.8
CCOC(=O)CC1C(=O)NCCN1C(=O)c1cccc(OC)c1 (stereo not drawn)	6.1	-3.6	-0.4	-2.2	-28.5	3.1	-1.0	-3.6	19.2
Cc1ccc(C(=O)Nc2ccccc2N2CCCCC2)cc1[N+](=O)[O-]	-6.9	3.2	1.9	-1.1	7.8	-6.5	2.2	3.2	2.6
CCCCCCCCCCCCOC(=O)C[N+](C)(C)C	-3.7	·	-1.0	·	·	48.7*	37.8*	·	·

High-throughput results: PubChem, several laboratories
